Screening results from PubChem.
hIAP block – human IAP inhibition; P09923; AID 2544; hit rate 0.12% among 330,000; purified IAP, CDP-Star luminescence, 30 min; inhibition, % at 10 µM;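 active = inhibition reaching a set limit with compound at 10 µM in the primary screen, cut at about 35% in these data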;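 note: plate controls were DMSO wells with enzyme for no effect and no-enzyme buffer wells for full effect; values of inactives mirror those of a sister screen read the other way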
mIAP block – mouse IAP inhibition; purified mouse IAP, CDP-Star luminescence, 30 min; inhibition, % at 10 µM; hit rate 0.2% among 330,000; AID 2806;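 active = inhibition of at least 40% at 10 µM in the primary screen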;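 note: plate controls were DMSO with enzyme for no effect and no enzyme wells for full effect; values of inactives mirror those of a sister screen read the other way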
NALP3 yeast inh – blocks the NALP3 inflammasome reconstituted in yeast; Yeast reconstituted NLRP3/ASC/caspase-1, beta-gal luminescence, 24 h; inhibition, % at 10 µM; hit rate 0.39% among 330,000; AID 2825;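 active = inhibition of 50% or more; inactive = inhibition below 50%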;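 note: plate controls were induced DMSO wells for no effect and uninduced yeast grown without galactose for full effect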
SENP1 inh – blocks the human SENP1 SUMO protease catalytic domain. Q9P0U3. recombinant SENP1 catalytic domain, CyPet-SUMO1-YPet FRET cleavage. inhibition, % at 10 µM. hit rate 0.21% among 360,000. AID 624204;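 active = inhibition at least 30% at 10 µM, raw YFP signal under a set limit, fluorescence ratio 0.5 to 1.5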;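 note: 0% = enzyme with DMSO and 100% = no enzyme wells; some results filed as inactive read as strong as hits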
Target sequence (Q9P0U3 419-644 limits assumed): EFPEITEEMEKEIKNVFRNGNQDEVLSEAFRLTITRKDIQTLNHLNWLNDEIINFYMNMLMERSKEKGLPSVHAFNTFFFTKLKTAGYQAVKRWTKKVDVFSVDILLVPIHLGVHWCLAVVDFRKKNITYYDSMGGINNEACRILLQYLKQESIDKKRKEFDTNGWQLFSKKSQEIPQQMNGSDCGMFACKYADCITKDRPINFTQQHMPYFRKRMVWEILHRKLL
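system = hSENP1 catalytic domain, recombinant | reagent = SFCypet-SUMO1-SFYpet substrate at 25 nM | doses = one dose per compound, 10 µM, 0.5% DMSO | incubation = enzyme reaction for 50 min at room temperature, dark | measured by = FRET, CFP and YFP emission | controls = no-enzyme low, enzyme-DMSO high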
mIAP act – mouse IAP activation; muIAP, CDP-Star luminescence, 30 min; hits give high values; 1 = vehicle-only enzyme signal, 0 = enzyme-free wells; activation factor at 10 µM; AID 2805; hit rate 0.24% among 330,000;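 active = activation factor of at least 2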; note: the source names both 10 and 20 µM as test concentration; values of inactives mirror those of a sister screen read the other way
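System: Mouse IAP enzyme | Also added: CDP-Star substrate | Dosing: Compounds dispensed in DMSO | Schedule: 30 min enzyme-substrate-compound incubation at room temperature | Technique: Chemiluminescence readout | Control set: DMSO-only wells and no-enzyme negative control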
A3G deaminase – blocks human APOBEC3G single-stranded DNA deamination. Q9HC16. recombinant A3G, ssDNA deamination FAM/TAMRA fluorescence. inhibition, % at 20 µM. hit rate 0.28% among 330,000;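 active = inhibition of at least 40% at 20 µM, with no more than 30% in the related APOBEC3A deaminase screen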;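 note: plate controls were DMSO wells with A3G for no effect and wells lacking A3G enzyme for full effect; some compounds called inactive have numbers as strong as hits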
Target sequence (Q9HC16 whole entry, looked up): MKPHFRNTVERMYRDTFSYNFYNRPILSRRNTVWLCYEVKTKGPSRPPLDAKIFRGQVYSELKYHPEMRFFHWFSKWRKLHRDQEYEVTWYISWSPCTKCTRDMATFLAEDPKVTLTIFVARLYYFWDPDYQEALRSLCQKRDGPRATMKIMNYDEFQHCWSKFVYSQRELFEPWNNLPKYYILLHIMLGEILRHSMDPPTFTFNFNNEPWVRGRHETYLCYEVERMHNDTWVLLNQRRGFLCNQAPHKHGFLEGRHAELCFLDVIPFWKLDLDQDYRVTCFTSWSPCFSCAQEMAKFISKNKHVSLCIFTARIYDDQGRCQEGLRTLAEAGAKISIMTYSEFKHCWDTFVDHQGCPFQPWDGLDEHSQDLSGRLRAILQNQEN
hIAP act – human IAP activation; P09923; purified human IAP, CDP-Star luminescence, 30 min; hits give high values; 1 = vehicle-only enzyme, 0 = enzyme-free background; activation factor at 10 µM; hit rate 0.16% among 330,000;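 active = activation factor of the enzyme at least 2-fold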; note: the source names both 10 and 20 µM as test concentration; values of inactives mirror those of a sister screen read the other way
A3A deaminase – blocks human APOBEC3A ssDNA deamination. P31941. recombinant A3A, FAM/TAMRA ssDNA deamination fluorescence. inhibition, % at 20 µM. hit rate 0.41% among 330,000;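 active = at least 40% inhibition at 20 µM here, with at most 30% in a related deaminase screen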;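 note: plate controls were A3A with DMSO for no effect and wells lacking A3A enzyme for full effect; some results filed as inactive read as strong as hits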
Target sequence (P31941 whole entry, looked up): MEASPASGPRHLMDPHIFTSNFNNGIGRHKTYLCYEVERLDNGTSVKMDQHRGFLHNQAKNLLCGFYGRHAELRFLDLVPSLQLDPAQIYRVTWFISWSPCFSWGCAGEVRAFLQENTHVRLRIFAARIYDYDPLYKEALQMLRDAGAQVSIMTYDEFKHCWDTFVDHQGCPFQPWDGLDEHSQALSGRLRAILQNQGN
MIN6 prolif – induces beta-cell replication in MIN6 cells. MIN6 cells proliferation, ATPlite luminescence, 48 h; cells starved in 0.2% serum; 100% = growth in 10% serum. proliferation, % at 10 µM. hit rate 0.29% among 330,000. AID 2380;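 active = compounds whose signal lies at least 3.5 SD above the mean of all wells on their plate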;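 note: 0% = DMSO-treated cells in low-serum medium and 100% = 10% serum control; some compounds called inactive have numbers as strong as hits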
Numbers without * were called inactive. The list is partial; count on the stated rates, not on these rows.

Sample of the layout:
SMILES | hIAP block | mIAP block | NALP3 yeast inh | SENP1 inh | mIAP act | A3G deaminase | hIAP act | A3A deaminase | MIN6 prolif
C#CCOCCOCCOCCNc1nc(N2CCN(C(=O)[C@H]([C@@H](C)CC)n3cc([C@@H](N)Cc4ccc(O)cc4)nn3)CC2)nc(N2CCN(C(=O)[C@H](CCCCN)n3cc([C@@H](N)C(C)CC)nn3)CC2)n1 (stereo not given in full) | 0 | -9 | 24 | 2 | 1.1 | -13 | 1 | -4 | 0
CC(C)Oc1ccc(C(CC(=O)NCCCN(C)C)c2ccc(F)cc2)cc1 (stereo not given) | -3 | -1 | 5 | 0 | 1 | 5 | 1 | 5 | -4

All compounds of this part (from the top)
SMILES | hIAP block | mIAP block | NALP3 yeast inh | SENP1 inh | mIAP act | A3G deaminase | hIAP act | A3A deaminase | MIN6 prolif
C#CCOCCOCCOCCNc1nc(N2CCN(C(=O)[C@H]([C@@H](C)CC)n3cc([C@@H](N)Cc4ccc(O)cc4)nn3)CC2)nc(N2CCN(C(=O)[C@H](CCCCN)n3cc([C@@H](N)C(C)CC)nn3)CC2)n1 (stereo not given in full) | 0 | -9 | 24 | 2 | 1.1 | -13 | 1 | -4 | 0
CC(C)Oc1ccc(C(CC(=O)NCCCN(C)C)c2ccc(F)cc2)cc1 (stereo not given) | -3 | -1 | 5 | 0 | 1 | 5 | 1 | 5 | -4
CCOC(=O)CCSCC(=O)N1N=C(c2cccs2)CC1c1ccc(C)cc1 (stereo not given) | 10 | 4 | 14 | 0 | 0.96 | -6 | 0.9 | -3 | -4
CC(=O)c1ccc(N2C(=O)[C@@H]3[C@H](C2=O)[C@H]2c4ccccc4C=NN2[C@@H]3C(C)=O)cc1 | -15 | 6 | 15 | -4 | 0.94 | 12 | 1.2 | 2 | 0
Cc1ccccc1-n1c(SCC(=O)Nc2ccc3c(c2)OCO3)nnc1-c1ccccn1 | -21 | -12 | 21 | 1 | 1.1 | -3 | 1.2 | 0 | -2
COc1nc(Nc2ccccc2F)nc(OC)n1 | -3 | -1 | 27 | 0 | 1 | -5 | 1 | -7 | 1
O=C(CN1C(=O)NC2(CCCCC2)C1=O)NCc1cccs1 | 11 | 4 | 5 | 2 | 0.96 | -10 | 0.89 | -1 | 3
CCCOc1c(OC)cccc1C1CC(=O)Nc2cc(OC)c(OC)c(OC)c21 (stereo not given) | -6 | 0 | 9 | 2 | 1 | -2 | 1.1 | 2 | 1
CC1(C)CC(=O)C2=C(C1)N(c1ccccc1)C(N)=C(C#N)C2c1cccnc1 (stereo not given) | -9 | -3 | 6 | 8 | 1 | -2 | 1.1 | 0 | -2
O=C1CCCCCC1C1(O)C(=O)Nc2ccccc21 (stereo not given) | 2 | -6 | 11 | 2 | 1.1 | -3 | 0.98 | -4 | -1
Cc1ccc(C2=NN3C(C2)c2ccccc2OC32C(=O)Nc3ccccc32)cc1 (stereo not given) | -1 | 8 | 10 | -34 | 0.92 | -6 | 1 | 3 | -4
O=C(O)CCSC1CC(=O)N(c2ccccc2)C1=O (stereo not given) | -7 | -2 | 11 | 1 | 1 | -3 | 1.1 | -1 | 0
CCc1ccccc1OCC(=O)Nc1cccc(S(=O)(=O)NCc2ccco2)c1 | 2 | -35 | 25 | -1 | 1.4 | -9 | 0.98 | -3 | -6
COc1ccccc1OCc1nnc(SCC(=O)NCc2ccco2)n1-c1ccccc1 | 1 | -7 | 4 | 2 | 1.1 | 5 | 0.99 | 0 | 2
Cc1cccn2c(=O)c3cc(C(=O)NCCc4ccccc4)c(=N)n(Cc4ccco4)c3nc12 | 10 | 8 | 4 | -23 | 0.92 | -3 | 0.9 | 1 | 0
COc1ccccc1-c1nc2n(n1)C(c1ccccc1Cl)C(C(N)=O)=C(C)N2 (stereo not given) | 8 | 4 | -1 | -1 | 0.96 | -6 | 0.92 | -4 | 1
O=C(Nc1nc(-c2ccc(-c3ccccc3)cc2)cs1)c1cc([N+](=O)[O-])ccc1N1CCOCC1 | 19 | 14 | 19 | -14 | 0.85 | -12 | 0.81 | -3 | -4
Cc1nc(NC(=O)COC(=O)C2CC2C)c(Cl)cc1Cl (stereo not given) | 2 | -5 | 3 | -7 | 1 | -9 | 0.98 | -5 | -2
CCCCC(=O)NC(N1CCCCC1)C(Cl)(Cl)Cl (stereo not given) | 13 | -8 | 19 | -1 | 1.1 | -3 | 0.87 | 0 | -2
COc1cccc(C(=O)COC(=O)C2CC(=O)N(c3ccc(Oc4ccccc4OC)cc3)C2)c1 (stereo not given) | -2 | 0 | 3 | 2 | 1 | -5 | 1 | -3 | -2
Cc1ccc(C(=O)NCC(=O)Nc2ccc3c(c2)OCCO3)cc1 | -1 | -2 | 18 | -2 | 1 | -8 | 1 | -1 | -1
Cc1ccccc1Nc1c(-c2ccncc2)nc2ccc(Cl)cn12 | 2 | -8 | -5 | -81 | 1.1 | -3 | 0.98 | 2 | -4
C#CCn1c(S(=O)(=O)Cc2ccc(F)cc2)nc(-c2ccccc2)c1-c1ccccc1 | -2 | 1 | 5 | 1 | 0.99 | -4 | 1 | 1 | -6
O=C(NCc1ccco1)c1cc(S(=O)(=O)N2CCCc3ccccc32)ccc1Cl | -12 | -20 | 9 | -3 | 1.2 | -3 | 1.1 | -3 | 4
CCOc1ccc(NC(=O)C(C)Sc2nnc(C)n2C)cc1 (stereo not given) | -3 | 9 | 8 | 2 | 0.91 | 8 | 1 | 3 | -4
COc1ccc(C)cc1N(C(=O)c1ccco1)C(C(=O)NC1CCCC1)c1ccc(N2CCOCC2)cc1 (stereo not given) | -12 | -12 | 9 | 2 | 1.1 | -5 | 1.1 | -6 | -1
CN(CC(=O)Nc1ccc(Cl)cc1)C(=O)CCNC(=O)c1ccc(Cl)cc1 | 3 | -12 | 1 | 0 | 1.1 | -4 | 0.97 | 13 | 0
CCOCCCN1C(=O)CN(C2CCCCC2)C(=O)C1c1ccc(OC)c(OC)c1 (stereo not given) | 0 | -1 | -1 | 0 | 1 | -3 | 1 | 3 | 1
CCSCCNC(=O)c1cc(-n2cnnc2)ccc1Cl | -8 | -3 | 24 | 1 | 1 | 25 | 1.1 | 60* | 2
Cc1cc(C(=O)COC(=O)c2ccc(O)cc2O)c(C)n1-c1ccc(OC(F)F)cc1 | -8 | 2 | 21 | -2 | 0.98 | -3 | 1.1 | -1 | -6
Cc1cc(=O)[nH]c(SCC(=O)Nc2nonc2C)n1 | 15 | 4 | 14 | 1 | 0.96 | -8 | 0.85 | 29 | -2
Nc1cc(=O)[nH]c(SCC(=O)N2N=C(c3ccc4ccccc4c3)CC2c2ccccc2)n1 (stereo not given) | 3 | 2 | 21 | 0 | 0.98 | 1 | 0.97 | 6 | -8
CC1(C)NC(=O)N(CC(=O)OCC(=O)Nc2cc(S(=O)(=O)N3CCCCC3)ccc2Cl)C1=O | -12 | -3 | 12 | -2 | 1 | 0 | 1.1 | 21 | 0
COc1ccc(-c2csc(NC3=NCCCCC3)n2)cc1 | 0 | 6 | 31 | 1 | 0.94 | -2 | 1 | 0 | 0
CC(=O)Nc1ccc(S(=O)(=O)Nc2nnc(C3CCCCC3)s2)cc1 | -23 | -4 | 4 | 0 | 1 | -4 | 1.2 | -2 | -1
Cc1nc(-c2ccc(Cl)cc2)sc1C1(C)CC(c2ccc(OC(F)(F)F)cc2)=NO1 (stereo not given) | 0 | 7 | 1 | 1 | 0.93 | -6 | 1 | -2 | -7
CC(C)CC(=O)Nc1ccccc1N1CCCC1 | -27 | 1 | 9 | 1 | 0.99 | -12 | 1.3 | 27 | -1
COc1ccc(CN(C)C(=O)c2ccc(NS(=O)(=O)c3ccc4[nH]c(=O)[nH]c4c3)cc2)c(OC)c1 | 4 | 0 | 7 | -1 | 1 | -5 | 0.96 | 4 | 0
CCN(CC)CCCC(C)NC1=NCCCCC1 (stereo not given) | 3 | -6 | -11 | 3 | 1.1 | -6 | 0.97 | -2 | 3
Cc1cc(NC(=O)c2ccc3c(c2)OCCO3)ccc1NC(=O)c1ccco1 | 0 | -6 | 1 | 0 | 1.1 | -4 | 1 | 2 | -4
Cc1ccc(C(=O)OCc2cn3ccccc3n2)cc1 | -18 | -13 | 38 | -5 | 1.1 | 0 | 1.2 | -1 | 1
O=C(Nc1ccccc1)c1ccc(NC(=O)c2cccs2)cc1 | -9 | 2 | 2 | -1 | 0.98 | -7 | 1.1 | -1 | -3
CCOC(=O)C1CCCN(c2c(NCCN3CCCCC3CC)c(=O)c2=O)C1 (stereo not given) | -6 | -12 | 3 | 0 | 1.1 | -8 | 1.1 | 1 | 5
O=C(NCC1CCOCC1)C1CCC(=O)N(Cc2cccc(C(F)(F)F)c2)C1 (stereo not given) | -2 | -4 | -6 | 0 | 1 | -3 | 1 | 0 | -2
CCN(c1ccccc1)S(=O)(=O)c1cccc(C(=O)NCC(c2cccs2)N2CCOCC2)c1 (stereo not given) | 10 | 8 | 7 | 0 | 0.92 | -7 | 0.9 | -4 | -2
COc1ccc(/C=C/C(=O)Oc2ccc(/C=N/NC(=O)c3ccccc3)cc2)cc1OC | -1 | 9 | 3 | 1 | 0.91 | 1 | 1 | -2 | -1
O=C(Nc1cccnc1)c1ccc2ccccc2c1O | 6 | 3 | 23 | -5 | 0.97 | 0 | 0.94 | -4 | -3
Cn1c(N)c(C(=O)COC(=O)CCCN2C(=O)c3ccccc3C2=O)c(=O)n(C)c1=O | 6 | -14 | 11 | 0 | 1.1 | -6 | 0.94 | -2 | -3
CC(=O)Nc1cccc(Oc2ccc(-c3noc(C)n3)cc2)c1 | -1 | -2 | 8 | 0 | 1 | -4 | 1 | -4 | -1
COc1ccc(OC)c(CNC(=O)C2CCCN(S(=O)(=O)N3CC(C)CC(C)C3)C2)c1 (stereo not given) | -2 | 4 | 16 | -1 | 0.96 | -7 | 1 | -7 | 1
O=c1c2ccccc2nc(SCc2nc3ccccc3s2)n1Cc1ccco1 | 1 | 23 | 10 | -4 | 0.77 | 0 | 0.99 | 0 | -1
NC(=O)C(c1ccccc1)C1CCCC1 (stereo not given) | -3 | -4 | 6 | 1 | 1 | -6 | 1 | 0 | -3
CN1CCN(C(=S)c2ccc(OCC(=O)Nc3cccc(C(F)(F)F)c3)cc2)CC1 | -7 | -2 | 9 | 1 | 1 | -1 | 1.1 | -2 | -3
O=C(Cc1ccccc1[N+](=O)[O-])Nc1ccc2c(c1)OCCO2 | 4 | -6 | 6 | 0 | 1.1 | -7 | 0.96 | -5 | 0
Cc1ccc(Cn2c(SCC(N)=O)nc3c2c(=O)n(C)c(=O)n3C)cc1 | -18 | -2 | 7 | 2 | 1 | -2 | 1.2 | -6 | -4
CCCc1cc(=O)n2nc(N3CCC(C(=O)Nc4cccc(C(C)=O)c4)CC3)sc2n1 | -23 | -7 | 8 | 0 | 1.1 | -6 | 1.2 | -8 | -2
COc1ccc(OCC(O)CNC(=O)Nc2ccc(F)cc2)cc1 (stereo not given) | -14 | -12 | 8 | 0 | 1.1 | -4 | 1.1 | -1 | 2
CC(C)NC(=O)NC(=O)CSc1nncs1 | 5 | 6 | 13 | 3 | 0.94 | -7 | 0.95 | -2 | 3
COc1ccc2[nH]c(=O)c(CN(CC3CCCO3)C(=S)Nc3cccc(C)c3)cc2c1 (stereo not given) | 8 | -6 | 14 | -2 | 1.1 | -9 | 0.92 | -2 | -2
